IDE cell activ = IDE (human) activation, cell-based; activation, % at 5.96 µM; 0.073% of 340,000 active; P14735; AID 493087; HEK cells, FAbeta-B cleavage, fluorescence polarization; 0% vehicle, 100% cell-free pure enzyme wells;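 active = activation above the mean of all tested compounds plus 3 SD, set per screening campaign, cut at about 17% in these data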
IDE cell inh = inhibitors of human insulin-degrading enzyme in cells; P14735; HEK cells, FAbetaB cleavage, fluorescence polarization; inhibition, % at 5.59 µM; 0.41% of 320,000 active; AID 434962;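 active = percent inhibition above the average of all tested compounds plus 3 SD, set per screening campaign, cut at about 16% in these data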;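 note: IDE supplied by intact live HEK cells; FP after avidin binding of uncleaved biotin substrate so inhibition keeps polarization high; 0% = DMSO wells and 100% = 60 µM reference IDE inhibitor Ii1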
CRFBP-R2 block = blocks CRF-induced signaling of the CRF-BP/CRF-R2 complex; HEK293 CRF-R2/CRF-BP, CRF-induced calcium fluorescence; inhibition, % at 11.8 µM; 0.59% of 350,000 active;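 active = inhibition of the ligand-induced calcium signal above about 50% at the single tested concentration, limit read from the data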
CRFBP-R2 agonist = CRF-BP/CRF-R2 complex agonism | HEK293 CRF-R2/CRF-BP, calcium dye fluorescence (FLIPR); percent of saturating CRF peptide response | activation, % at 13.2 µM | 0.46% of 350,000 active;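 active = activation of at least 50%, plus an integration ratio under a set limit after plate pattern correction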;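 note: plate controls were neutral control wells without compound for no effect and CRF at EC100 for full effect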
MEKK3 PB1 HTS = modulators (inhibitors or enhancers) of MEK5 binding to human MEKK3 PB1 domain; bead-based flow cytometry, Alexa488-MEK5 binding to MEKK3; actives lie on both sides; 0 = blocked by unlabeled MEK5, 100 = vehicle; 1.4% of 290,000 active; Q99759; binding response (% of control), % at 10 µM; AID 1529;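 active = binding response more than 3 SD above or below the average of its plate-row segment, actives on both sides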;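 note: Alexa488 bead fluorescence after subtracting the streptavidin-only scavenger bead signal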
p-CIP stab down = compounds decreasing mouse p/CIP protein stability | Q05BA5 | F442A p/CIP-EGFP cells, EGFP fluorescence, 16 h | decrease of EGFP signal, % at 10 µM | 0.01% of 290,000 active;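 active = EGFP signal decrease of at least 30% at 10 µM or well 3 SD below plate mean, unless failing retest; inactive = the rest, including hits failing retest or dose response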; note: some compounds called inactive have numbers as strong as hits; many of its hits are not listed in these tables
Target sequence (Q05BA5 1-1403): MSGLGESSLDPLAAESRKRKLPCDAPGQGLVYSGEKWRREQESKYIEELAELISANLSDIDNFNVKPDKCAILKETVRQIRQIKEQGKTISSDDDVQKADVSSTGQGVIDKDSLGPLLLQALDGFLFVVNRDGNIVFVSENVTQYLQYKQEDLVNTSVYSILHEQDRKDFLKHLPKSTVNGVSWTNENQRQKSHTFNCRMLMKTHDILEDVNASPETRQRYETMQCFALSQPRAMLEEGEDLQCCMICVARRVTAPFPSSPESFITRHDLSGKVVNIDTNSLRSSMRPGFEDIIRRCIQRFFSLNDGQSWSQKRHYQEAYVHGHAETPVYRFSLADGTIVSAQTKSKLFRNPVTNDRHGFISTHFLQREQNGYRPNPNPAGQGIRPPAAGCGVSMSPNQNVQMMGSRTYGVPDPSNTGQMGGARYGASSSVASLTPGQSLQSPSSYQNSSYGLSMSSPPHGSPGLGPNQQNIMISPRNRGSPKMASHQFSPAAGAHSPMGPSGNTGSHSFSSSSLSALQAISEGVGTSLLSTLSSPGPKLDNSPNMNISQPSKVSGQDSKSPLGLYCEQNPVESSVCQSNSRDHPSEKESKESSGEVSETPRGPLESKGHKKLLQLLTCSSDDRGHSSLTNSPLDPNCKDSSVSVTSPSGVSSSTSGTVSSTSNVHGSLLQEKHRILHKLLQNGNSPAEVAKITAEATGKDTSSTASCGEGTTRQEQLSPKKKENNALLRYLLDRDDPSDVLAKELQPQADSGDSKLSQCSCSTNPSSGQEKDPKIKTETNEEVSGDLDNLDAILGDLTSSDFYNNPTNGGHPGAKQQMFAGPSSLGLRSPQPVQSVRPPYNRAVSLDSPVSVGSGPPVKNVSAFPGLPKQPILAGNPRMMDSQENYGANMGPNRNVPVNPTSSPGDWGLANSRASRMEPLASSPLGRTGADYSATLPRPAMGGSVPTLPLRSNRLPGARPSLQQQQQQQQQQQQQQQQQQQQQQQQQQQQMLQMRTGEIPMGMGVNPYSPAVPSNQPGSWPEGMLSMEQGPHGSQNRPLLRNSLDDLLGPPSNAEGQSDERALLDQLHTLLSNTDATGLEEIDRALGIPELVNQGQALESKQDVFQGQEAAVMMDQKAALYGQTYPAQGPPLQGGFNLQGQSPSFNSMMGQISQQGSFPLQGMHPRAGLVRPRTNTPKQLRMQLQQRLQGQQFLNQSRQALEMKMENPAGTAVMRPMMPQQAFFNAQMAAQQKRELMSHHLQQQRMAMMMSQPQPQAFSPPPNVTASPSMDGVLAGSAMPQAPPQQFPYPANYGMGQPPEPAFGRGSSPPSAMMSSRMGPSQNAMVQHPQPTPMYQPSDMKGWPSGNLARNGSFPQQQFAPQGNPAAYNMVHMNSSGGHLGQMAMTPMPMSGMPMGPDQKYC
PHOSPHO1 inh = PHOSPHO1 (human) inhibition; recombinant PHOSPHO1, absorbance phosphatase assay; inhibition, % at 13.3 µM; Q8TCT1; 1.1% of 290,000 active; in the data active = inhibition above about 60%
CHRM4 PAM = positive allosteric modulators of human muscarinic M4 receptor | P08173 | CHO-K1 hM4/Gqi5, Fluo-8 calcium fluorescence, ACh EC20; 0% = ACh EC20, 100% = maximal ACh | activation, % at 3 µM | 0.4% of 360,000 active | AID 624126;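 active = activation above its plate's cutoff, the mean activation of sample wells plus 3 SD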; note: some results filed as inactive read as strong as hits
GalR3 antagonist = blocks the human galanin receptor 3; inhibition, % at 3 µM; 0.44% of 360,000 active; O60755; AID 651719; HEK293 GalR3-CNG cAMP membrane potential fluorescence; galR3 body fused to GalR1 C-terminus;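 active = inhibition above the screen-wide average plus 3 SD, cut at about 13% in these data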;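 note: forskolin and galanin both at EC90 stimulate the cells; cAMP rise reported by CNG channel membrane potential dye signal; 0% = forskolin plus galanin with DMSO and 100% = forskolin alone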
* = called active by the depositor; / = no result given.

smiles,IDE cell activ,IDE cell inh,CRFBP-R2 block,CRFBP-R2 agonist,MEKK3 PB1 HTS,p-CIP stab down,PHOSPHO1 inh,CHRM4 PAM,GalR3 antagonist
O=C1C2CC=CCC2C(=O)N1n1cnnc1 (stereo unspecified),3,0,1,-2.8,111,-8,29,2,1
CCOc1ccc(NC(=O)CN(C)C(=O)c2cccnc2Sc2ccc(C)cc2C)cc1OCC,2,/,-15,1.7,/,/,/,4,-6
CO/N=C/c1ccc(N2CCN(C(=O)c3cccc(Cl)c3)CC2)c([N+](=O)[O-])c1,-1,3,-10,-1.0,96,5,46,27,-5
COc1ccccc1/C=N/N1C(=O)C(CC(=O)Nc2ccc([N+](=O)[O-])cc2OC)SC1=Nc1cccc(C)c1C (stereo unspecified),/,-4,/,/,105,4,48,/,-3
CC(Oc1ccccc1)C(=O)N=C1SC2CS(=O)(=O)CC2N1c1ccccc1 (stereo unspecified),-3,2,-4,0.6,105,-8,38,5,-2
O=c1c2ccccc2nc(SCc2ccc([N+](=O)[O-])cc2)n1-c1ccccc1,8,-3,-5,5.8,107,-13,18,0,-3
COc1ccc(S(=O)(=O)N2CCOCC2)cc1NC(=O)COc1ccc(C(C)=O)cc1OC,1,/,12,2.0,/,/,/,12,6
COc1ccc(Cl)cc1NC(=O)CN(C)C(=O)C1CCN(C(=O)Nc2ccccc2)CC1,3,-2,-4,-2.1,/,/,/,8,-8
O=C(O)c1nn(CCOc2c(Cl)cccc2Cl)c(=O)c2ccccc12,-8,-1,-7,-1.5,104,-10,30,0,3
O=C(COC(=O)c1c(F)cccc1Cl)NC1CCCC1,4,7,1,-0.6,100,-5,20,3,-8
C#CCNCCS(=O)(=O)N(Cc1ccc(Br)cc1)[C@@H](CC(C)C)C(=O)O,6,/,6,-3.5,/,/,/,2,0
CC(C)Cn1c(SCC(N)=O)nnc1-c1cccc(S(=O)(=O)N2CCOCC2)c1,3,6,6,-1.3,/,/,/,11,1
Cc1nc(NC(=O)c2ccco2)sc1-c1csc(Nc2ccc(Cl)cc2Cl)n1,1,1,-16,0.0,112,-16,-19,14,-1
CCN(CC)c1ccc(C(=O)OCc2cc(=O)oc3cc(O)ccc23)cc1,3,5,-3,-1.1,105,-3,14,-8,-1
O=C(Cc1ccc(Cl)cc1)NCCc1c[nH]c2ccccc12,4,-5,3,0.3,104,/,/,-3,-8

One compound at a time, from the list above. Screens in order: IDE cell activ | IDE cell inh | CRFBP-R2 block | CRFBP-R2 agonist | MEKK3 PB1 HTS | p-CIP stab down | PHOSPHO1 inh | CHRM4 PAM | GalR3 antagonist
O=C(O)c1nn(CCOc2c(Cl)cccc2Cl)c(=O)c2ccccc12 across the screens: -8 | -1 | -7 | -1.5 | 104 | -10 | 30 | 0 | 3
COc1ccccc1/C=N/N1C(=O)C(CC(=O)Nc2ccc([N+](=O)[O-])cc2OC)SC1=Nc1cccc(C)c1C (stereo unspecified) across the screens: / | -4 | / | / | 105 | 4 | 48 | / | -3
COc1ccc(S(=O)(=O)N2CCOCC2)cc1NC(=O)COc1ccc(C(C)=O)cc1OC across the screens: 1 | / | 12 | 2.0 | / | / | / | 12 | 6
O=C(COC(=O)c1c(F)cccc1Cl)NC1CCCC1 across the screens: 4 | 7 | 1 | -0.6 | 100 | -5 | 20 | 3 | -8

Additional results follow:
smiles,IDE cell activ,IDE cell inh,CRFBP-R2 block,CRFBP-R2 agonist,MEKK3 PB1 HTS,p-CIP stab down,PHOSPHO1 inh,CHRM4 PAM,GalR3 antagonist
COc1ccc(Br)cc1CNC(=O)CN1C(=O)C(c2ccccc2)Oc2cccnc21 (stereo unspecified),-5,-4,11,4.7,100,-7,15,-4,-9
COc1c(F)c(F)c(C(=O)Nc2c(C)cc(Br)cc2C)c(F)c1F,4,0,5,2.2,99,9,32,-14,-7
CCOc1ccccc1N(CC(=O)NCC1CCCO1)C(=O)CCC(=O)Nc1nccs1 (stereo unspecified),3,3,6,-1.3,103,12,14,7,-11
CCOC(=O)N1N=C(C)CC1(O)c1ccc(Cl)cc1 (stereo unspecified),3,3,-2,0.6,103,-7,23,2,-2
CCOC(=O)c1ccccc1NC(=O)c1ccc(Cl)c(S(=O)(=O)N2CCOCC2)c1,9,1,-42,10.0,/,/,/,3,-2
CCOC(=O)Cc1nnc(NC(=O)CSc2nnc3c4ccccc4n(C)c3n2)s1,5,-2,3,-1.5,98,-29,33,3,-3
CC(C)Oc1ccccc1OCCCCn1cnc2ccccc2c1=O,4,-2,-2,0.9,99,6,25,-1,-5
CCC(C)(C)n1nnnc1C(C(C)C)N(CCN1CCOCC1)Cc1cc2cccc(C)c2[nH]c1=O (stereo unspecified),-11,0,0,-1.8,101,4,30,-1,-3
CCCCCOc1ccc(C2NC(=O)NC2=O)cc1 (stereo unspecified),-4,1,-3,-3.9,110,-7,-14,0,7
CC(C)c1ccc(C(CC(=O)O)NC(=O)c2cccs2)cc1 (stereo unspecified),1,3,18,4.1,104,1,48,0,-2
Cc1cc(C)nc(NC(=NCCc2c[nH]c3ccccc23)NC(=O)Nc2cccc([N+](=O)[O-])c2)n1,-1,-2,-4,-3.1,91,-4,1,2,-4
CCOc1ccc(N=Cc2ccccc2O)cc1,0,/,6,-1.5,/,/,/,5,-5
CCCCc1nc2ccccc2c(=O)n1NC(=O)c1c(O)c2ccccc2n(C)c1=O,3,2,-18,17,98,-13,-12,3,-5
CC(NC(=O)c1ccco1)C(=O)N1CCN(c2ccccc2)CC1 (stereo unspecified),0,1,-4,0.9,99,-9,-6,8,-4
CCc1ccc(/C=C2\SC(=S)N(CCCC(=O)NC3=NCCS3)C2=O)cc1,/,/,-18,0.9,/,/,/,3,-6
O=[N+]([O-])c1cccc(S(=O)(=O)Nc2ccc(S(=O)(=O)N3CCCC3)cc2)c1,-4,1,-12,0.5,106,-4,30,-2,-3
Cc1cc(C(=O)Nc2ccccn2)cs1,-2,7,-29,-0.4,109,4,-2,-3,-6
COc1ccc(CCNC(=O)CC2SC(=NCc3ccccc3)NC2=O)cc1 (stereo unspecified),-3,-4,-2,1.2,112,-3,42,0,3
Cc1ccc(C(=O)NCc2ccco2)o1,0,-2,-4,8.3,99,-5,/,5,-1
CC(=O)Nc1ccc(NCc2cccs2)cc1,6,5,0,1.0,96,-6,9,1,-9
Nc1cc(Oc2ccc(F)cc2F)cc([N+](=O)[O-])c1,-3,0,5,1.0,90,-8,31,-3,-1
C=CCN(CC=C)S(=O)(=O)c1ccc(NC(=S)NC(=O)c2ccc(-c3ccccc3)cc2)cc1,-13,6,-22,1.2,97,-25,-66,2,3
CCCCN(CC)CCNc1c(NC2CCN(C(=O)OCC)CC2)c(=O)c1=O,3,3,-12,0.3,97,1,-3,2,0
Cc1ccc(S(=O)(=O)c2nc(NCc3ccc4c(c3)OCO4)sc2Cl)cc1,3,4,38,0.0,101,7,16,-16,-4
Cc1nc(Cc2nnc(SC(C)C(=O)Nc3ccccc3)o2)cs1 (stereo unspecified),/,/,-4,-1.7,/,/,/,-1,-1
COC(=O)c1cc(NC2c3ccccc3C(=O)N2c2ccc(Cl)cn2)cc(C(=O)OC)c1 (stereo unspecified),11,3,2,-1.0,101,5,-7,2,/
CCOC(=O)C1CCN(C(=O)c2ccccc2)c2scc(-c3ccccc3)c2C1=O (stereo unspecified),/,/,1,0.7,/,/,/,0,-2
Cc1ccccc1CN1CCN(CC(=O)NCc2ccco2)C1=O,2,8,-19,1.7,101,-5,38,-4,1
COc1ccccc1NC(=O)C/C(C)=N/NC(=O)c1ccccn1,0,12,8,0.1,103,5,-6,14,-8
Cc1cccc(NC(=S)N=Nc2c(O)[nH]c3ccccc23)c1,-2,-4,20,-2.1,96,8,1,-3,-4
COc1cccc(-c2ccc(NC(=O)C3CCCN(Cc4nccn4C)C3)cc2)c1 (stereo unspecified),-8,7,28,1.3,104,5,24,6,0
CCN(CC)S(=O)(=O)c1cccc(NC(=O)CN(C)Cc2cccc(OC)c2)c1,-12,6,-1,-0.8,86,-2,15,-8,-2
CCOCCCNC(=O)c1ccc(NC(C)=O)cc1,3,0,0,1.3,105,3,28,3,-4
CN(C)P(=O)(Nc1cccc2ccccc12)Nc1cccc2ccccc12,-2,-1,-12,3.2,/,/,/,-2,-10
O=C(CN1C(=O)S/C(=C\c2cccc(Cl)c2)C1=O)NCCCn1ccnc1,-1,0,-22,0.6,102,5,9,5,-1
CCCNC(=O)C1CCC(CNS(=O)(=O)c2ccc3c(c2)CC(C)N3C(C)=O)CC1 (stereo unspecified),0,4,12,2.3,101,0,15,-5,-5
COCCSc1nnc(NC(=O)c2ccco2)s1,2,1,2,0.5,105,-8,19,2,-7
COc1ccc(OC)c(N2C(=O)CCCC2=O)c1,4,-7,12,0.3,102,-12,31,-4,-2
CCOc1ccc(OCC(=O)N2CCOCC2)cc1,5,3,2,0.4,104,-2,16,1,-3
O=C1c2cccc3cccc(c23)C(=O)N1Cc1ccccc1,1,0,-12,2.7,96,5,29,4,-2
O=C(CN1CCN(S(=O)(=O)c2ccc(Cl)c(Cl)c2)CC1)N1CCCC1,1,2,-5,-0.9,/,/,/,3,-7
COc1cc(C2CC(C(F)(F)F)n3ncc(C(=O)O)c3N2)cc(OC)c1OC (stereo unspecified),-1,1,25,0.9,102,-6,19,-1,2
O=C(O)CC(Cc1ccccc1)(C(=O)O)c1ccccc1 (stereo unspecified),-3,-1,-10,1.4,103,2,29,-3,-3
Cc1csc(NC(=O)CN2CCCCCC2)n1,3,-3,5,-1.1,91,4,0,0,-7
O=C(N/N=C/c1cn(-c2ccccc2)nc1-c1ccc(F)cc1)c1ccc2c(c1)OCO2,-3,3,1,1.4,101,-7,36,3,-1
Cn1c(=O)c2ncn(CC(=O)Nc3cccc(-c4nc5ccccc5s4)c3)c2n(C)c1=O,0,-8,-18,-1.5,106,-10,26,-2,-5
CCOCC(=O)Nc1sc2c(c1C(=O)OCC)CCCC2,-3,-3,-2,-3.5,/,0,-4,3,2
CC(NS(=O)(=O)c1cccc(C(=O)O)c1)C12CC3CC(CC(C3)C1)C2 (stereo unspecified),0,/,-7,0.8,/,/,/,4,-5
CN1CCN(c2ccc(NC(=O)c3ccc(C#N)cc3F)cc2Cl)CC1,-3,-2,4,2.4,101,11,28,-9,9
CN(C)S(=O)(=O)c1ccc(Cl)c(NC(=O)COC(=O)C2CSC3(C)CCC(=O)N23)c1 (stereo unspecified),2,-6,2,1.2,96,1,2,7,-10
Cc1ccc(-n2nc(-c3cccs3)cc2C(=O)NCC2CCCO2)c(C)c1 (stereo unspecified),-6,2,-37,15,99,-18,7,2,-7
O=C(CCCC(=O)OCC(F)(F)C(F)F)Nc1ccc(NC(=O)CCCC(=O)OCC(F)(F)C(F)F)cc1,-3,7,1,-0.4,105,-1,8,-3,-5
CC(=O)N1CCN(c2ccc(NCc3ccccc3)cc2)CC1,-2,2,7,-2.4,103,-7,21,8,-5
COc1ccc(CN(CC2CCCO2)C(=O)c2cc3ccccc3oc2=O)cc1 (stereo unspecified),2,-2,-8,-0.1,117,1,44,-2,-3
Cc1cc(=O)[nH]c(-c2ccccc2O)n1,3,10,-22,-1.4,110,-7,-3,-4,/
O=C(O)Cc1ccc(NC(=S)NCc2ccco2)cc1,2,6,14,-3.0,104,-1,-18,7,-1
Cc1ccc(OCC(=O)Nc2cccc(S(=O)(=O)N3CCOCC3)c2)c([N+](=O)[O-])n1,9,5,0,-0.4,103,-11,12,1,-4

Screening results deposited in PubChem by several laboratories.
